Screening results deposited in PubChem BioAssay by National Center for Advancing Translational Sciences (NCATS).
GLP1R ag: agonists of human GLP-1 receptor; P43220; HEK293 GLP-1R CRE-luciferase, luminescence, 4-6 h; cells express a hypersensitive GLP-1R form; Potency, µM (doses to about 45.6 µM), for inactives: top-dose activation, usual class: activators; hit rate 0.007% among 380,000; AID 624172; note: potency is the fitted concentration of half-maximal effect; % of control where 0% means no effect
Target sequence (P43220 whole entry, looked up): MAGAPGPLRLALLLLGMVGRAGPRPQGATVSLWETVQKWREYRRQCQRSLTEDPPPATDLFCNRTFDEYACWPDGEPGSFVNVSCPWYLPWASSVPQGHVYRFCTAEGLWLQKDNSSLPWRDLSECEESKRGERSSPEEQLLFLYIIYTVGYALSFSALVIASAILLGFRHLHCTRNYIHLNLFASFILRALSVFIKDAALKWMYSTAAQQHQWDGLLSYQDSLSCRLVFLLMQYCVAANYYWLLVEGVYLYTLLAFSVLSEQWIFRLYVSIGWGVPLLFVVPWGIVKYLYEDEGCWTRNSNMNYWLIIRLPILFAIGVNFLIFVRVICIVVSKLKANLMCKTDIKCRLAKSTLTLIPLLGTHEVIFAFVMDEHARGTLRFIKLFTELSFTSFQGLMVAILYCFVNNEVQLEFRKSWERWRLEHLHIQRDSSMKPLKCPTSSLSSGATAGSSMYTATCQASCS
PTHR1 agonist: activates the human parathyroid hormone receptor PTHR1 | AID 743266 | Q03431 | HEK293 GP2 PTHR1 cells, GloSensor cAMP luminescence, 1 h | hit rate 0.075% among 410,000 | Potency, µM (series often up to 115 µM), inactives show at the top dose activation, actives largely listed as activators; note: potency is the fitted concentration of half-maximal effect; nearly all actives have a fitted effect of over 55% in size; some results filed as inactive show a strong effect at the top dose; inactives centre near -15; many of its hits are not listed in these tables
Target sequence (Q03431 whole entry, looked up): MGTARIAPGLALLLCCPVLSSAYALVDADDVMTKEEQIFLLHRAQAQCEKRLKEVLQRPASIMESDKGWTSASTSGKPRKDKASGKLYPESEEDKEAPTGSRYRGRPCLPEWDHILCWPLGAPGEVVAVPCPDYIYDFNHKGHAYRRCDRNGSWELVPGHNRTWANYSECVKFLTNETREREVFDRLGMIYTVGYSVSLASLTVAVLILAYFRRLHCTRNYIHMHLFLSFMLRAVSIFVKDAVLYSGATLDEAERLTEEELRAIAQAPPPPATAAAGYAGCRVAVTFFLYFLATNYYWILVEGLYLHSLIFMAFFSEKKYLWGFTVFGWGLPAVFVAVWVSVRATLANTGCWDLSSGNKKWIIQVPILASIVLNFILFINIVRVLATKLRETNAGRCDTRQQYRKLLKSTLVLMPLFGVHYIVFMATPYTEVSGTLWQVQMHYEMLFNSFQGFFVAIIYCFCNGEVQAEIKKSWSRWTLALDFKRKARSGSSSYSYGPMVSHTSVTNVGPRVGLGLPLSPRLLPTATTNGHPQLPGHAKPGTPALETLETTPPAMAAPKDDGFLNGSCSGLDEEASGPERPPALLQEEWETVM
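HEK-293-derived GP2 cells expressing PTHR1 and a GloSensor cAMP reporter, 3,000/well, plated overnight, given luciferin plus IBMX (each 0.5 mM as added) for 1 h at 37 °C, then compound for 1 h at 37 °C. Luminescence was read after 15 min at room temperature.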
aSyn yeast inh: inhibitors of alpha-synuclein toxicity in yeast; Yeast expressing alpha-synuclein, growth rescue, BacTiter-Glo, 24 h; Potency, µM (titrated, usually from 46.1 µM), without a hit: top-dose growth rescue (activation), hits mostly activators; hit rate 0.14% among 370,000; AID 652106; note: potency is the fitted concentration of half-maximal effect; % of control where 0% means no effect; nearly all actives have a fitted effect of over 65% in size
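Rescue of yeast growth: cells expressing toxic alpha-synuclein, induced in galactose at OD600 0.02, incubated with compound 24 h at 30 C. ATP luminescence quantified growth; inhibitors of toxicity appear as activators.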
D3 ag: activates the human D3 dopamine receptor; P35462; D3R DiscoveRx beta-arrestin cells, luminescence, 90 min; max activation, %; hit rate 0.58% among 410,000; AID 652048; in the data active = max activation above about 30%; note: 0% is about no effect; mostly tested at two doses, the higher about 12 µM
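Agonist-mode cell screen: cells plated at 1500/well and incubated overnight at 37 °C, then exposed to library compounds for 90 min at 37 °C. Detection reagent was added for 30–60 min at room temperature, and luminescence was read.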
HEK293 tox: cytotoxicity counter-screen for GLP-1 receptor inverse agonists. HEK293 cAMP-luciferase reporter cells, luminescence, 24 h. Potency, µM (highest dose often 38.3 µM), inactives show at the top dose activity change, negative = inhibition, actives largely listed as inhibitors. hit rate 0.13% among 410,000;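 note: loss of luciferase light is scored as toxicity; potency is the fitted concentration of half-maximal effect; % is set by controls: 0 for no effect and ±100 for the full control effect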
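Here, cytotoxicity is scored as loss of luminescence. The MLSMR collection was tested on cells seeded in medium containing 10% Nu serum, with a 24 hr compound exposure preceded by 12 hours of culture.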
GLP-1R inv ag: acts as inverse agonist at human GLP-1 receptor; hit rate 1.6% among 410,000; Potency, µM (highest dose often 38.3 µM), without a hit: top-dose activity change, negative = inhibition, most hits filed as inhibitors; HEK293 GLP-1R CRE-luciferase, luminescence, 24 h; GLP-1R form is constitutively active; AID 624417; note: potency is the fitted concentration of half-maximal effect; % is set by controls: 0 for no effect and ±100 for the full control effect; nearly all actives have a fitted effect of over 55% in size
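Inverse agonists were sought by their lowering of basal cAMP reporter luciferase output in HEK293 cells stably carrying constitutively active human GLP-1R, after 24 h compound treatment.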
TDP-43 yeast inh: inhibitors of TDP-43 toxicity in yeast | Potency, µM (highest dose often 46.1 µM), without a hit: top-dose growth rescue (activation), actives largely listed as activators | TDP-43 expressing yeast growth rescue, BacTiter-Glo, 24 h | hit rate 1.8% among 410,000; note: potency is the fitted concentration of half-maximal effect; % of control where 0% means no effect; nearly all actives have a fitted effect of over 50% in size
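In this qHTS, compounds that restore growth of yeast expressing TDP-43 appear as activators. Cells (OD600=0.02, galactose medium, raffinose-pregrown) are incubated with compound 24 hr at 30 deg C and growth is quantified by BacTiter-Glo.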
KB-V1 MDR tox: kills drug-selected multidrug resistant KB-V1 cells. KB-V1 MDR cells viability, CellTiter-Glo, 72 h. Potency, µM (top dose mostly 46.1 µM), for the others: at the highest dose activity change, negative = cytotoxicity, actives largely listed as cytotoxic. AID 1347076. hit rate 3.4% among 400,000; note: potency is the fitted concentration of half-maximal effect; % is set by controls: 0 for no effect and ±100 for the full control effect; nearly all actives have a fitted effect of over 60% in size
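In this primary screen, KB-V1 cells overexpressing P-gp are incubated with library compounds (lowest to highest concentration) for 72 h at 37 degrees C before a luminescent ATP viability read.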
DRD3 antagonist: antagonists of human D3 dopamine receptor; max response, negative = inhibition, %; P35462; D3R cells, DiscoveRx beta-arrestin luminescence, antagonist mode; active compounds read low; hit rate 2.5% among 360,000; in the data active = max response below about -50%; inconclusive = no clear call, values can overlap the other calls; note: % is set by controls: 0 for no effect and ±100 for the full control effect; mostly tested at two doses, the higher about 12 µM
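Cells expressing the human receptor were seeded at 1500 cells/well, incubated overnight at 37 degrees C in 5% CO2, then exposed to library compounds with dopamine controls for 90 minutes at 37 degrees C before luminescent detection.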
Numbers without * were called inactive; i = inactive; u = inconclusive; x = no result given; & = joins results of further samples; [ ] = dose if it differs, or a comment. Unless noted, calls come from the whole dose curve; as a rule, active = well fitted curve in the direction sought with a large enough effect; inconclusive = small, poorly fitted or top-dose-only effect, or another doubt; inactive = no such curve, though single readings can be large; an effect the other way counts as inactive or inconclusive. Only part of the results is shown; count on the stated rates, not on these rows.

canonical_smiles	D3 ag	KB-V1 MDR tox	PTHR1 agonist	HEK293 tox	DRD3 antagonist	GLP-1R inv ag	TDP-43 yeast inh	GLP1R ag	aSyn yeast inh
O=C(COC(=O)/C=C/c1ccc(Cl)cc1)NC1CC1	1.7	u	-13.8%	-5.1%	u	-7.5%	35.5µM*	2.7%	-0.1%
COc1ccc(Cc2nnc(SC)n2-c2ccc(F)cc2)cc1OC	-10.3	u	17.4%	2.1%	-4.2	27.6%	-15.5%	-3.5%	u
CCCN(CCC)CCNC(=O)Cn1cnc2sc(C)c(S(=O)(=O)N3CCC(C)CC3)c2c1=O	-8.0	10.7%	13.2%	7.8%	x	8.9%	8.3%	x	x
O=C(Cc1ccc(F)cc1)Nc1nc(-c2ccc(F)c(F)c2)cs1	2.9	12.4%	-92.8%[inhibitor]	-8.3%	5.0	u	5.4%	-5.2%	-9.3%
FC(F)(F)c1cccc(OCCN2CCN(Cc3ccccc3)CC2)c1	-52.4	u	-2.5%	-25.4%	-82.4*	u	-11.0%	0.7%	10.9%
CC(OC(=O)/C=C/c1cccc(Cl)c1)C(=O)NC1CCCCC1C (stereo not drawn)	21.4	0.8%	i	3.7%	5.3	3.8%	27.7%	-3.5%	3.0%
CCOC(=O)C1=C(CBr)NC(=O)NC1C (stereo not drawn)	-6.2	-2.5%	-16.6%	17.8%	-20.0	5.9%	-6.5%	-1.6%	0.8%
O=C(c1cn(CCOc2ccc(Cl)cc2)c2ccccc12)C1CCCCC1	8.3	14.2%	-9.5%	2.4%	x	-8.2%	9.8%	x	x
CCc1ccccc1Nc1nc2ccccc2n1C(C)C	-0.6	9.9%	i	0.8%	3.3	10.5%	0.0%	1.0%	-6.4%
CCOC(=O)c1c(-c2ccccc2)csc1NC(=O)C(C)NCc1ccco1 (stereo not drawn)	5.4	u	-74.0%[inhibitor]	1.7%	3.4	u	-19.7%	21.3%	8.7%
CN1C(=S)NC(C)(C)CC1(C)c1ccc(O)cc1O (stereo not drawn)	-0.3	-3.5%	-0.6%	-5.7%	-5.6	17.5%	-14.6%	1.0%	5.3%
O=C(CSc1oc(-c2ccco2)nc1S(=O)(=O)c1ccccc1)NCC1CCCO1 (stereo not drawn)	-4.1	-0.1%	-2.3%	-5.8%	67.2	5.5%	-8.2%	0.4%	-7.6%
COc1ccc(-c2nc3c4ccccc4n(CC(=O)N4CCN(c5ccccc5OC)CC4)c(=O)n3n2)cc1	-0.1	20.0%	-10.1%	21.8%	x	1.8%	u	x	x
N#CC1=C2SCN(Cc3ccco3)CN2C(=O)CC1c1cccc2ccccc12 (stereo not drawn)	1.2	6.3%	i	-11.7%	u	u	10.2%	-8.2%	1.7%
O=C(Nn1cnc2ccccc2c1=O)c1ccccc1Cl	0.9	0.9%	i	-3.9%	-17.8	7.1%	-24.7%	3.0%	-1.6%
COc1ccc(/C(N)=N/OC(=O)CCC2CCCC2)cc1OC	13.8	17.1%	-0.6%	2.3%	18.0	2.5%	u	28.1%	0.9%
CC(C)(C)c1ccc(/C=N/n2cnnc2)cc1	1.1	5.5%	i	19.3%	7.7	5.8%	26.4%	-0.2%	7.6%
CC1CCCC(C)N1CCCNC(=O)CN1C(=O)COc2ccc(S(=O)(=O)N3CCOCC3)cc21 (stereo not drawn)	4.6	u	i	-9.0%	-8.9	1.0%	4.5%	2.5%	-7.8%
Cc1cc(C)c2nc(N(Cc3cccnc3)C(=O)c3ccc(S(=O)(=O)N(C)C)cc3)sc2c1	2.5	2.7%	-0.4%	0.9%	x	-1.9%	14.4%	x	x
COc1cc(/C=N/O)ccc1Oc1ccc([N+](=O)[O-])cc1[N+](=O)[O-]	-5.7	5.1%	-15.5%	-6.2%	-7.3	u	u	0.9%	15.0%

Already shown: an excerpt of the list.
canonical_smiles	D3 ag	KB-V1 MDR tox	PTHR1 agonist	HEK293 tox	DRD3 antagonist	GLP-1R inv ag	TDP-43 yeast inh	GLP1R ag	aSyn yeast inh
Cc1cc(C)c2nc(N(Cc3cccnc3)C(=O)c3ccc(S(=O)(=O)N(C)C)cc3)sc2c1	2.5	2.7%	-0.4%	0.9%	x	-1.9%	14.4%	x	x
COc1cc(/C=N/O)ccc1Oc1ccc([N+](=O)[O-])cc1[N+](=O)[O-]	-5.7	5.1%	-15.5%	-6.2%	-7.3	u	u	0.9%	15.0%

Continuation:
canonical_smiles	D3 ag	KB-V1 MDR tox	PTHR1 agonist	HEK293 tox	DRD3 antagonist	GLP-1R inv ag	TDP-43 yeast inh	GLP1R ag	aSyn yeast inh
COc1ccccc1NC(=O)c1ccc(N2CC3CC(C2)c2cccc(=O)n2C3)c(NC(=O)c2cccnc2)c1 (stereo not drawn)	-4.2	29.7%	4.7%	3.5%	-21.0	34.8%[activator]	-23.4%	5.6%	-3.5%
O=C(NCCN1CCOCC1)C1CC(=O)N(c2cccc(C(F)(F)F)c2)C1 (stereo not drawn)	4.5	8.7%	i	-7.3%	-7.2	-1.9%	14.2%	-0.3%	1.1%
Cc1cc(=O)c(C(=O)O)nn1-c1ccc(Cl)cc1	0.2	3.8%	i	-16.3%	10.3	4.9%	7.6%	-0.1%	4.6%
CN(c1cccc(NC(=O)COc2ccc(Cl)cc2Cl)c1)S(C)(=O)=O	-3.5	0.0%	-19.1%[57.5 µM]	-14.4%	188.0	0.0%	7.6%	17.1%	-0.5%
CCSc1nnc(-c2cccnc2)n1Cc1ccco1	-9.4	19.2%	i	-4.4%	-10.3	0.0%	-11.2%	13.1%	-0.8%
CC(C)Cn1c2nc3ccccc3nc2c2c(=O)n(CCN3CCOCC3)cnc21	3.7	u	0.5%	-7.5%	0.0	5.9%	6.3%	3.3%	0.6%
CC1Sc2ccc(S(=O)(=O)N3CCC(C(=O)N4CCN(C)CC4)CC3)cc2NC1=O (stereo not drawn)	2.1	8.7%	-13.0%	-6.3%	-7.5	0.2%	-17.5%	8.9%	4.6%
O=[N+]([O-])c1cc(-c2nc(-c3ccncc3)no2)ccc1Cl	-5.5	-37.2%	-53.6%[inhibitor]	-1.9%	-5.8	-25.3%	14.5%	8.0%	9.0%
COc1ccc(C(CC(=O)O)NC(=O)C(c2ccccc2)c2ccccc2)cc1 (stereo not drawn)	-15.6	18.2%	i	13.7%	-27.2	11.4%	0.4%	4.4%	-0.2%
CCOc1ccc2oc(C(=O)OCC(=O)NC3CCCCC3)c(C)c2c1	2.5	17.0%	-18.2%	-2.4%	2.1	-21.2%	22.6%	1.6%	-4.0%
CCCNC(=O)COC(=O)c1ccc(S(=O)(=O)N2CCCC2)cc1	0.1	u	-3.9%	-4.9%	4.8	7.5%	-2.0%	11.4%	-2.9%
COC(CNC(=O)CCc1c(C)nc2c(-c3ccccc3)c(C)nn2c1C)OC	-2.6	-1.8%	22.6%	2.8%	18.7	5.1%	-3.0%	-2.6%	2.1%
CCCNC(=O)c1onc(CSc2ccc(F)cc2)c1C(=O)NC(C)C	9.2	-1.7%	-17.8%	-4.7%	28.1	1.8%	u	16.2%	0.8%
C/C(=N\Nc1nc2c(s1)CCCC2)c1ccccc1	-5.6	-21.5%	-5.1%[57.5 µM]	u	-7.0	u	20µM*	-0.4%	7.1%
Cc1ccc(-c2csc3ncnc(SCc4ccc(C(=O)O)cc4)c23)cc1	-0.5	8.5%	i	-25.1%	-17.6	19.6%	2.3%	5.7%	5.0%
Cc1cc(Cl)ccc1C(=O)C1CCCN(C(=O)c2cnn(C(C)C)c2)C1 (stereo not drawn)	4.0	-20.8%	-27.9%	-10.5%	-0.1	-29.5%	15.4%	2.2%	0.4%
COC(=O)C(NC(=O)c1ccccc1)=C(C)C	5.2	26.6%	-2.9%	-2.4%	9.8	27.5%	6.4%	7.8%	-6.3%
COc1cccc(CNC(=O)C(NS(=O)(=O)c2ccc3c(c2)CCN3C(C)=O)C(C)C)c1 (stereo not drawn)	-9.2&1.6	28.1%&-17.9%	i	-7.8%&1.8%	-2.3	-1.6%&2.6%	-19.7%&25.5%	10.3%	-1.3%
Cc1c(NC(=O)CN(C)CC(=O)Nc2ccc(F)c(F)c2F)c(=O)n(-c2ccccc2)n1C	0.2	-9.3%	i	-21.3%	-5.2	-16.7%	0.0%	-7.2%	-1.7%
CCN(CC(=O)Nc1c(F)cccc1F)C(=O)CNC(=O)c1cccc(C)c1	0.7	8.4%	i	-0.5%	20.0	-19.6%	-14.6%	5.4%	1.0%
CCOc1ccccc1OCC(O)CNC (stereo not drawn)	-29.3	9.1%	i	-1.3%	-27.4	0.0%	-28.5%	-13.2%	0.0%
Cc1cccc(N2C(=O)N3[C@H](c4ccc(F)cc4)[C@@H]4C(=O)N(C5CCCCC5)C(=O)[C@@H]4[C@]3(Cc3ccccc3)C2=O)c1	-11.2	u	-14.7%	4.9%	-58.6*	u	7.0%	-5.4%	-2.1%
CCOc1ccc(C(=O)Nc2ccc(NC(=O)c3ccccc3)c(C)c2)cc1[N+](=O)[O-]	1.9	9.0%	-33.4%[inhibitor]	-3.6%	4.4	4.5%	-12.7%	-26.9%	-0.6%
Cc1ccc(CNC(=O)C2CCCN(S(=O)(=O)c3cccnc3)C2)cc1 (stereo not drawn)	2.0	-7.2%	i	-10.0%	7.8	-0.6%	0.2%	-7.1%	1.1%
CCOC(=O)[C@@H]1[C@H]2COc3cc(OC)ccc3[C@H]2N2C(=O)N(c3ccc(F)cc3)C(=O)[C@]12C	-4.9	6.0%	i	4.2%	25.1	-6.1%	0.0%	-4.4%	1.8%
O=C(O)CCc1ccccc1OC(=O)c1ccccc1	-15.1	12.3%	-14.5%	0.8%	-3.6	12.4%	12.0%	-7.0%	7.6%
Cc1cc(C)cc(NC(=O)CSc2nc3c(oc4ccccc43)c(=O)n2-c2ccccc2F)c1	6.9	-12.1%	i	-10.5%	x	14.6%	9.3%	x	x
